# Screens from PubChem BioAssay.
# GLS inhibitor – inhibitors of human glutaminase (GLS); GLS enzymatic activity, qHTS titration; Potency, µM (highest dose often 45.5 µM), inactives show top-dose activity change, negative = inhibition, hits mostly inhibitors; 410,000 tested, 0.21% active; also: potency is read from the fitted curve at half-maximal effect; % is scaled to controls: 0 for no effect and ±100 for the full control effect
#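 Read-out is an Amplex red fluorescence increase coupled through glutamate oxidase and HRP, measured before and after 30 min room-temperature incubation. hKGA is in 45 mM KH2PO4 (pH 8.2) with 0.02% Tween-20; glutamine added as 1mM solution.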
# PI4K2A inh – inhibitors of human PI4K2A | 420,000 tested, 0.13% active | purified PI4K2A, ADP-Glo luminescence, 1 h; active compounds read low | activity change, negative = inhibition, % at 76.9 µM | Q9BTU6 | AID 1346378; in the data active = activity change below about -50%; inconclusive = mostly about -30% to -49%;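 also: -100% = wells without enzyme as full effect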
# Target sequence (Q9BTU6 whole entry, looked up): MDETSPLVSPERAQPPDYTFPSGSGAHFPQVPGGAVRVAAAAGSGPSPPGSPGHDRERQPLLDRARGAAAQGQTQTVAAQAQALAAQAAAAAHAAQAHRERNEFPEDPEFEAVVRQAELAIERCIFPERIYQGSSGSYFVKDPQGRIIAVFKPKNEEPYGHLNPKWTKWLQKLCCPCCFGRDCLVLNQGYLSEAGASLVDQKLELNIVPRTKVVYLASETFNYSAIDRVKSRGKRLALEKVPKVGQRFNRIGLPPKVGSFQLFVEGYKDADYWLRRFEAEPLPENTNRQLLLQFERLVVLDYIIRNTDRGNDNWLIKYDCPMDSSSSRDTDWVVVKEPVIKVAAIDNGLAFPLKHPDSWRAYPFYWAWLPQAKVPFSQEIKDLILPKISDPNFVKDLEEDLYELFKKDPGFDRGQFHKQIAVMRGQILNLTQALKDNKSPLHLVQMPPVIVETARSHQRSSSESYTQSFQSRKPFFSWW
#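 Compounds are screened against recombinant PI4K2A using PI as substrate and ATP, the latter dispensed at 300 microM. Reactions run one hour at ambient temperature before ADP-Glo detection; full inhibition defined by wells lacking enzyme.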
# G9a inh – G9a (human) methyltransferase inhibition. G9a H3K9 monomethylation, AlphaScreen, 2 h. Q96KQ7. Potency, µM (highest dose often 102 µM), for inactives: at the highest dose activity, negative = inhibition, usual class: inhibitors. 350,000 tested, 8.8% active. AID 504332; also: potency is read from the fitted curve at half-maximal effect; % is scaled to controls: 0 for no effect and ±100 for the full control effect; nearly all actives have a fitted effect of over 75% in size
#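 Signal arises when biotinylated H3K9 peptide, once monomethylated, bridges streptavidin donor and antibody-captured acceptor beads. Enzyme at 20 nM was preincubated 15 min with test compounds; peptide 500 nM and SAM 20 uM then reacted for 2 h.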
# RGS4 inhibitor – inhibitors of human regulator of G protein signaling 4; Transcreener GDP fluorescence polarization, RGS4-accelerated GTP hydrolysis; Potency, µM (highest dose often 114 µM), for the others: at the highest dose activity change, negative = inhibition, most hits filed as inhibitors; 390,000 tested, 0.039% active; also: potency is read from the fitted curve at half-maximal effect; % is scaled to controls: 0 for no effect and ±100 for the full control effect; nearly all actives have a fitted effect of over 75% in size; some results filed as inactive show a strong effect at the top dose
#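 MLSMR compounds (23 nl, pin-transferred) preincubated 10 min at room temperature with a 500nM (2x) first reagent, then RGS4 at 900nM (2x) plus Transcreener GDP mix added; fluorescence polarization (620/688 nm) read before and after 90 min at 30 °C.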
# ERG Ets-DNA blk – inhibitors of human ERG Ets domain-DNA interaction. fluorescence polarization, His-ERG Ets domain / labelled DNA. P11308. 370,000 tested, 0.028% active. Potency, µM (titrated, usually from 76.9 µM), for inactives: at the top dose FP activity, negative = inhibition, usual class: inhibitors; active = well fitted inhibition curve with a large enough effect in the polarisation, with a control signal flat; inconclusive = small, poorly fitted or top-dose-only effect, or effect the other way, or a change in a side signal; inactive = no such curve, though single readings can be large or run the other way; the % refers to the polarisation;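 also: polarization taken with two DNA probes labelled with fluorescein and Texas red; potency is read from the fitted curve at half-maximal effect; % of control where 0% means no effect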
# Target sequence (P11308 whole entry, looked up, the tested form may be a part): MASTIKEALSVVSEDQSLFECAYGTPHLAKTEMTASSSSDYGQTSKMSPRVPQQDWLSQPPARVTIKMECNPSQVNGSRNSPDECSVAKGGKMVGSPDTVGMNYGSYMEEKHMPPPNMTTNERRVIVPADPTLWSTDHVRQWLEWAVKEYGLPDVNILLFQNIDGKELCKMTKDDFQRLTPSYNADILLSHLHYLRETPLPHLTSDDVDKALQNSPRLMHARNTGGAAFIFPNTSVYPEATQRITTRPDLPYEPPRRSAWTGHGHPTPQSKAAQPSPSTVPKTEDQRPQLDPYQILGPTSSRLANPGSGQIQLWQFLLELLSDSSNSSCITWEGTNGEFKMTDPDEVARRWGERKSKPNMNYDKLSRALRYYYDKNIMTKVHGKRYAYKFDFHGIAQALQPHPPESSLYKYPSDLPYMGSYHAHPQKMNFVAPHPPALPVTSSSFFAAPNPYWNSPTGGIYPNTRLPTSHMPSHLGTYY
#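 His-tagged ERG Ets domain (1 uM in the protein solution; 300mM KCl, 50mM Tris-HCl, 1mM EDTA, 1mM DTT, pH 7.5) received compound, then a probe mix of 5 nM fluorescein-DNA and 100nM Texas-615-DNA. Fluorescence polarization was read for both dyes.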
# JMJD2A Tudor – JMJD2A Tudor domain (human) inhibition; AID 504339; O75164; Potency, µM (doses to about 114 µM), for the others: top-dose activity change, negative = inhibition, most hits filed as inhibitors; AlphaScreen JMJD2A-Tudor / H3K4me3 peptide binding; 390,000 tested, 4.4% active; also: potency is read from the fitted curve at half-maximal effect; % is scaled to controls: 0 for no effect and ±100 for the full control effect; nearly all actives have a fitted effect of over 50% in size
# ALOX12 inh – ALOX12 (human) lipoxygenase inhibition | P18054 | purified 12hLO, xylenol orange hydroperoxide absorbance | 580,000 tested, 1.1% active | Potency, µM (doses to about 108 µM), inactives show at the top dose activity change, negative = inhibition, usual class: inhibitors; also: potency is read from the fitted curve at half-maximal effect; % is scaled to controls: 0 for no effect and ±100 for the full control effect
#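 Purified human 12hLO at 150 nM in 25 mM Hepes, 0.01% Triton X-100, pH 7.0, preincubated 15 min at room temperature with compound. Reaction started with 40 uM arachidonic acid, 30 min at room temperature. Hydroperoxide measured by Fe-xylenol orange, 573/405 nm absorbance ratio.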
# HP1b chromo inh – inhibitors of HP1-beta chromodomain binding to methylated histone tails; AlphaScreen HP1-beta / biotin-H3K9me3 peptide binding; 390,000 tested, 0.56% active; P83916; Potency, µM (doses to about 114 µM), inactives show at the highest dose activity change, negative = inhibition, usual class: inhibitors; AID 540317; also: potency is read from the fitted curve at half-maximal effect; nearly all actives have a fitted effect of over 70% in size; inactives centre near 23
#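 AlphaScreen: HP1-beta (50 nM) preformed 30 min with biotin-H3(1-18)K9me3 peptide (50 nM) in PBS pH 7.4, 0.01% Tween-20. Compound added for 30 min at RT, then streptavidin donor/nickel chelate acceptor beads (10 ug/mL) for 30 min.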
# BAZ2B block – inhibitors of human BAZ2B bromodomain; Q9UIF8; AlphaScreen BAZ2B-H3K14Ac peptide displacement; Potency, µM (series often up to 114 µM), without a hit: at the top dose activity change, negative = inhibition, hits mostly inhibitors; 360,000 tested, 4.4% active; also: potency is read from the fitted curve at half-maximal effect; % is scaled to controls: 0 for no effect and ±100 for the full control effect; nearly all actives have a fitted effect of over 60% in size
#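 AlphaScreen luminescence quantifies BAZ2B engagement of H3K14Ac peptide; the protein and biotinylated peptide are both at 50 nM final, buffer PBS pH 7.4 with 0.01% Tween-20, all steps at room temperature.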
# * = called active by the depositor; ? = inconclusive; · = no result given; [ ] = dose if it differs, or a comment. Unless noted, calls follow the shape of the dose curve; as a rule, active = well fitted curve in the direction sought with a large enough effect; inconclusive = small, poorly fitted or top-dose-only effect, or another doubt; inactive = no such curve, though single readings can be large; an effect the other way counts as inactive or inconclusive. An excerpt, so the mix of outcomes need not match the whole.
SMILES,GLS inhibitor,PI4K2A inh,G9a inh,RGS4 inhibitor,ERG Ets-DNA blk,JMJD2A Tudor,ALOX12 inh,HP1b chromo inh,BAZ2B block
C/C(=N\NC(=S)Nc1cccc(C)c1)c1cc2ccccc2o1,-18%,1,35µM*,-37%,2%,25µM*,35µM*,?,?
O=C(COc1ccc(S(=O)(=O)N2CCOCC2)cc1)NCc1ccccc1,-1%,-1,·,-8%,-11%,1%,7%,12%,-2%
COc1ccc(NC2CCCN(C(=O)c3cccc(C)n3)C2)cc1OC (stereo not drawn),-6%,-5,·,-28%,8%,9%,-3%,44%[activator],-8%
Cc1ccc(S(=O)(=O)N2CCOCC2)cc1NC(=O)CSc1nnc(NC2CC2)s1,-1%,5,9%[2.33 µM],-3%,8%,-18%,-12%,29%,-4%
Nc1ccc(C23CC4CC(CC(C4)C2)C3)cc1,3%,-8,?,6%,-5%,-17%,2%,-8%,?
O=C(NCc1ccccc1Cl)c1cnc(N2CCOCC2)c2ccccc12,-7%,-5,5%[59 µM],-50%,2%,-2%,-21%,29%[57 µM],0%
CCCCOC(=O)c1ccc(NC(=O)CSc2nncn2C)cc1,3%,0,4%,-41%,0%,-10%,-16%,17%,8%
COC(=O)C[C@H]1c2cc(F)ccc2S(=O)(=O)N1Cc1ccccc1,-2%,-60*,·,-12%,-2%,-5%,-1%,73%[activator],·
CCOc1ccc(N(CC(=O)NCc2cccs2)S(=O)(=O)c2c(C)noc2C)cc1,0%,2,-3%,-21%,-4%,-18%,-6%,49%[activator],6%
CC(OC(=O)c1cccs1)C(=O)NC1CCCCC1C (stereo not drawn),4%,-7,-2%[12.7 µM],-5%,-3%,-14%,0%,26%,-4%

# The list goes on; it opens with the 3 that closed the last part.
SMILES,GLS inhibitor,PI4K2A inh,G9a inh,RGS4 inhibitor,ERG Ets-DNA blk,JMJD2A Tudor,ALOX12 inh,HP1b chromo inh,BAZ2B block
COC(=O)C[C@H]1c2cc(F)ccc2S(=O)(=O)N1Cc1ccccc1,-2%,-60*,·,-12%,-2%,-5%,-1%,73%[activator],·
CCOc1ccc(N(CC(=O)NCc2cccs2)S(=O)(=O)c2c(C)noc2C)cc1,0%,2,-3%,-21%,-4%,-18%,-6%,49%[activator],6%
CC(OC(=O)c1cccs1)C(=O)NC1CCCCC1C (stereo not drawn),4%,-7,-2%[12.7 µM],-5%,-3%,-14%,0%,26%,-4%
COc1cccc(-n2c(SCC(=O)N3CCc4ccccc43)nnc2-c2c[nH]c3ccccc23)c1,7%,-6,3%,22%,-12%,-18%,16%,9%,0%
COC(=O)c1cc(NS(=O)(=O)c2ccc(C)c3ccccc23)ccc1N1CCOCC1,?,0,·,21%,0%,-34%,0%,-7%,-27%
Cc1cc(C)nc(SCC(=O)NC2CCCCC2C)n1 (stereo not drawn),-2%,1,5%,5%,4%,-4%,4%,7%,4%
Clc1ccccc1Cn1nnc2c(Nc3ccccc3)ncnc21,1%,2,8%,2%,-6%,-1%,-25%,51%[activator],-3%
N#Cc1ccc(OCC(=O)NCC(c2cccs2)N2CCOCC2)cc1 (stereo not drawn),12%,1,14%,11%,4%,-2%,·,31%,1%
COc1ccc(C2=NN(C(=O)CCC(=O)O)C(c3cccs3)C2)cc1 (stereo not drawn),-29%,-6,-18%,9%,2%,4%,-1%,39%[activator],-6%
COc1ccc(C(O)(c2ccccc2OC)C(CN2CCOCC2)c2ccccc2)cc1 (stereo not drawn),-13%,-1,?,24%,-1%,?,-7%,-3%,·
COc1ccc(S(=O)(=O)NCc2ccncc2)cc1NC(=O)c1ccccc1,10%,4,-10%[0.501 µM],30%,2%,-10%,?,10%,0%
CCCCc1ccc(Nc2ncnc3c2cnn3-c2ccc(C)cc2)cc1,5%,3,?,17%,-6%,-18%,-13%,26%,5%
CC/C(C)=N/N1C(=O)c2ccccc2NC1(C)CC (stereo not drawn),-1%,1,·,-37%,3%,5%,-5%,18%,-8%
Cc1cccc(N2CCN(C(=O)c3cc(S(=O)(=O)N(C)C)ccc3N3CCCC3)CC2)c1C,0%,3,-35%,9%,2%,?,-2%,-6%,-32%
COc1cc(OC)c(NC(=O)CC(C)S(=O)(=O)c2ccc3c(c2)NC(=O)CO3)cc1Cl (stereo not drawn),1%,-4,-30%[59 µM],19%,4%,-17%,-15%,26%,-12%
O=C(c1cc(-c2ccc3c(c2)OCO3)on1)N1CCN(c2ccccc2)CC1,20%,-3,?,-4%,1%,-27%,-21%,4%,-37%
COc1ccc2c(c1OC)C(=O)N1C2SC(C)(C)[C@H]1C(=O)NCCCOC(C)C (stereo partly drawn),0%,-3,1%,8%,-2%,-12%,?,66%[activator],3%
CN(CCC#N)C(=O)COC(=O)c1ccc(Cl)c(S(=O)(=O)N(C)c2ccccc2)c1,-11%,-1,-5%,5%,-4%,3%,-15%,17%,-18%
CCC(=O)c1ccc(O)c(CC=C(C)C)c1,-7%,-9,1%[12.7 µM],-15%,6%,9%,19%,7%,10%
CCOc1cc(-c2cc(-c3ccc(N)cc3)nc(N)c2C#N)ccc1O,4%,2,-5%,-11%[11.4 µM],-5%,3%[11.4 µM],0%,27%,3%
O=C(CSCC(=O)OCC(=O)c1ccc(Br)cc1)Nc1cccc2ccccc12,5%,2,-2%[59 µM],-18%,2%,-2%,?,13%,12%
CCOC(=O)C(CC)n1nc(C)c2c(C)n(-c3ccc(C)cc3)nc2c1=O (stereo not drawn),5%,6,-32%[59 µM],-17%,-2%,-4%,-28%,24%,-1%
CCOC(=O)c1cn2nc(Oc3ccc(OC)cc3)ccc2n1,1%,-3,-16%,22%,9%,-12%,-5%,28%,-13%
CCNC(=O)CC1C(=O)N(c2ccc(C)cc2)C(=O)N1Cc1ccc(C)cc1 (stereo not drawn),-6%,0,-6%[59 µM],0%,-14%,-7%,-3%,6%,-4%
COc1ccc(C(=O)C2CCCN(Cc3ccc4nonc4c3)C2)c(OC)c1 (stereo not drawn),-1%,-1,·,-3%,2%,-7%,-16%,77%[activator],6%
Cc1ccccc1-c1nn2c(=O)cc(CN3CCN(C(=O)c4ccccc4Br)CC3)nc2s1,2%,-1,-7%[59 µM],0%,-17%,-23%,-10%,33%[57 µM],2%
COc1cc(Cl)c(C)cc1NC(=O)COc1ccc(C)nc1[N+](=O)[O-],-4%,2,-25%,12%,-2%,-4%,-5%,21%,6%
Cc1ccc(NC(=O)CSc2ccc3c(c2)OCCO3)nc1,-4%,2,8%[0.501 µM],-10%,-15%,-18%,12%,53%[activator],1%
Cc1ccc(OCC(=O)N(Cc2ccco2)c2c(N)n(Cc3ccccc3)c(=O)[nH]c2=O)cc1C,-4%,1,7%[59 µM],-23%,-2%,2%,6%,20%,-3%
COc1cc(NC(=O)CSc2nnc(-c3ccncc3)o2)cc(OC)c1OC,-3%,3,-5%,5%,5%,-4%,?,20%,-16%
Clc1ccc(-c2ccc(CNCC3CCCO3)o2)cc1 (stereo not drawn),1%,-1,-38%,-11%,-4%,-26%,?,-4%,-34%
CCCSc1nnc(NC(=O)CSc2sc3c(O)cc(=O)[nH]c3c2C#N)s1,-2%,-8,11µM*,-28%,6%,56µM*,50µM*,-30%,40µM*
Cc1cc(C)cc(NC(=O)C2CCCN(c3nnc(C)c4c(C)n(-c5ccccc5)nc34)C2)c1 (stereo not drawn),7%,2,0%[59 µM],-4%,4%,-1%,-12%,28%,-10%
CCCC(=O)OCc1cnc(C)c2oc(=O)c(C(=O)Nc3cccc(C(F)(F)F)c3)cc12,6%,-2,-3%[59 µM],18%,8%,-30%,-4%,-9%,-35%
COc1ccc(Cc2nnc(NS(=O)(=O)c3ccc([N+](=O)[O-])cc3)s2)cc1,28%,6,40µM*,-35%,17%,-34%,?,-31%,?
Cc1ccc(-c2nc3c4cnn(-c5cc(Cl)ccc5Cl)c4ncn3n2)cc1,5%,5,-40%[59 µM],-11%,-3%,-14%,-22%,28%,-2%
Cc1ccccc1C(=O)N1CCN(c2ncccn2)CC1,1%,-1,-12%,16%,0%,-12%,-21%,18%,7%
COc1ccccc1/C=C/C(=O)Nc1ccc(S(=O)(=O)Nc2cc(C)nc(C)n2)cc1,-3%,-2,35µM*,1%,-3%,-10%,?,9%,?
O=C(NCSc1ccncn1)c1ccccc1,-3%,-3,?,-52%,-7%,20µM*,?,-25%,?
COc1cc(Cl)c(C)cc1NC(=O)CN(C)C1CCS(=O)(=O)C1 (stereo not drawn),1%,3,·,-7%,3%,-11%,180%[activator],41%[activator],·
O=C(O)/C=C/C(=O)N1CCN(c2cccc(Cl)c2)CC1,3%,2,-7%,31%,6%,-9%,-18%,38%,-25%
COc1cccc(OC)c1C(=O)Nc1ccc2c(c1)N(S(=O)(=O)c1cccs1)CCC2,7%,-2,4%,-9%,12%,-25%,28%,18%,-14%
O=C(CSc1c2c(nc3ccccc13)CCC2)Nc1ccc(F)cc1F,4%,5,6%[59 µM],2%,-11%,-14%,-14%,28%,·
Cc1nc(-c2cc(-c3nc(-c4ccc(C(F)(F)F)cc4)no3)no2)cs1,1%,-4,47%[activator],-11%,-10%,-11%,216%[activator],8%,27%
